KCNH2 3.1 inh: qHTS for Inhibitors of KCHN2 3.1: Mutant qHTS; U2OS KCNH2 3.1, thallium flux FluxOr; stronger effect = lower value; activity change, % (tested at about 1.8 µM); hit rate 0.95% among 340,000; AID 720553, 2013;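 active = maximum activity change below -70%; inconclusive = maximum activity change from -70% to -50%; inactive = maximum activity change above -50%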;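 also: thallium influx rate constant from kinetic fluorescence after stimulation buffer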
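Channel expression came from 3.1 mutant virus (1.77 x 10^8 /mL) applied to suspended U2OS cells for 4 h. Flux was tracked with FluxOr dye plus Red40 quencher, and kinetic rate constants normalized to controls.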
ELG1 repair inh: qHTS screen for small molecules that inhibit ELG1-dependent DNA repair in human embryonic kidney (HEK293T) cells expressing luciferase-tagged ELG1 | HEK293T ELG1-luciferase reporter, luminescence, 16 h; DNA damage induced by 5-fluorouridine | Potency, µM (doses to about 46.1 µM), without a hit: top-dose activity change, negative = inhibition, most hits filed as inhibitors | hit rate 2.3% among 330,000 | AID 504467, 2011; active = well fitted inhibition curve with a large enough effect; inconclusive = small, poorly fitted or top-dose-only effect, or effect the other way; also: potency is read from the fitted curve at half-maximal effect; nearly all actives have a fitted effect of over 55% in size
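Overnight (16 hr) co-exposure of 2,000 cells/well to 5-fluorouridine and compound at 37 °C preceded detection. Luciferase was quantified via ONE-Glo luminescence; loss of signal denotes inhibition.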
The depositor's hits bear a star; ? = inconclusive. % is scaled to controls: 0 for no effect and ±100 for the full control effect.

SMILES	KCNH2 3.1 inh	ELG1 repair inh
C[C@@H]1CN([C@H](C)CO)C(=O)c2cc(NC(=O)Nc3ccc(C(F)(F)F)cc3)ccc2O[C@H]1CN(C)S(=O)(=O)c1ccc(Cl)cc1	6	?
C=CC[C@H](CC(=O)OC(C)(C)C)C(=O)OC[C@H]1CCCN1C(=O)[C@H](CC=C)CC(=O)N(CCO)Cc1ccccc1	2	?
Cc1cccc(C(=O)NCC(=O)N2CCN(c3ccccn3)CC2)c1	7	0%
C[C@H](CO)N1C[C@H](C)[C@@H](CN(C)C(=O)Nc2ccc(C(F)(F)F)cc2)Oc2ccc(NC(=O)CCC(F)(F)F)cc2C1=O	10	15%
O=C1c2ccc(-c3ccc(F)cc3OCc3ccccc3)cc2S(=O)(=O)c2cccc(C(=O)N3CCN(c4ncc(Br)cn4)CC3)c21	-26	-17%
Cc1ccccc1C(=O)NC(=S)N(Cc1ccccc1)c1ccccn1	-7	?
CN(C(=O)c1cccc(NC(=O)Cc2ccc([N+](=O)[O-])cc2)c1)C1CCCCC1	-23	?
CCOC(=O)[C@@H]1[C@H]2COc3cc(OC)ccc3[C@@H]2N2C(=O)N(c3ccccc3)C(=O)[C@@]12C	15	?
COc1ccc(C(=O)COC(=O)[C@@H](NS(=O)(=O)c2ccccc2)C(C)C)cc1	-7	?
COc1ccc(Br)cc1/C=C/C(=O)OCC(=O)NCCc1ccc(S(N)(=O)=O)cc1	-7	15%
COc1ccc(S(=O)(=O)N(C)C[C@H]2Oc3c(NC(=O)Nc4c(C)noc4C)cccc3C(=O)N([C@@H](C)CO)C[C@H]2C)cc1	-8	-4%
CN(C)CCCNC(=O)C[C@H]1C[C@H](C(=O)N2CCOCC2)[C@@]2(C)c3[nH]c4cc(CCC(=O)N(C)C)ccc4c3CCN2C1=O	-7	21%

The list continues.
SMILES	KCNH2 3.1 inh	ELG1 repair inh
COc1ccccc1CNC(=O)COC(=O)c1cccs1	6	?
O=C(COc1ccccc1)N[C@@H]1c2ccccc2CC[C@@H]1OCc1ccccc1	5	-5%
O=C(COC(=O)c1ccc(Cl)nc1)NC1CCCc2ccccc21 (configuration not stated)	-6	?
Cc1cc(C)c(NC(=O)COC(=O)c2ccncc2)c(C)c1	-21	?
C[C@H](CO)N1C[C@H](C)[C@@H](CN(C)S(=O)(=O)c2cn(C)cn2)Oc2ccc(NC(=O)Cc3ccccc3)cc2C1=O	33	0%
CCOc1cc(C(=O)OCC(=O)Nc2cccc(S(=O)(=O)NC3=NCCCCC3)c2)cc(OCC)c1OCC	9	?
Cc1nnc(SCC(=O)NC2CCCC(C)C2C)n1N (configuration not stated)	6	10%
CC(C)(C)OC(=O)C[C@H]1C/C=C\C[C@H](CC(=O)NCCO)C(=O)N2CCC[C@@H]2COC1=O	-10	16%
O=C(CSc1ccc([N+](=O)[O-])cc1)Nc1nnc(C2CC2)s1	9	22%
CC(C)(C)c1ccc2oc(=O)cc(-c3cccc(-c4ccc(C(F)(F)F)cc4)c3)c2c1	5	10%
COCC(C)n1c(C)cc(C(=O)CSc2nnc(-c3ccco3)o2)c1C (configuration not stated)	9	0%
Cc1ccc2c(c1)C(=O)C(=O)N2Cc1ccc(F)cc1	3	?

(listing goes on)
SMILES	KCNH2 3.1 inh	ELG1 repair inh
COc1ccc(CC(=O)NNC(=O)COc2ccc(F)cc2)cc1S(=O)(=O)N1CCOCC1	7	-10%
Nc1cc(=O)[nH]c(SCC(=O)N2CCCC2)n1	3	-11%
O=C(COC(=O)c1cccc(Cl)c1)NC(=O)NCc1ccccc1	-6	18%
Cc1ccc(S(=O)(=O)N2CCOCC2)cc1NC(=O)Nc1ccc([N+](=O)[O-])cc1	-2	1%
O=C(CN1C(=O)C(=O)N(CCC2=CCCCC2)C1=O)c1c[nH]c2ccccc12	3	2%
Cc1c(Cl)c(=O)oc2cc(OCC(=O)N3CCCC(C)C3)ccc12 (configuration not stated)	-6	?
NC(=O)C1CCCN(C(=O)CCC(=O)c2cccs2)C1 (configuration not stated)	-2	2%
Cc1ccc(CN(C)c2ccc(S(=O)(=O)N3CCCC3)cn2)cc1	9	?
O=C(Nc1nccs1)[C@@H]1CCCN1S(=O)(=O)c1ccc(Cl)cc1	1	-12%
Cc1c(O[C@@H]2O[C@H](CO)[C@@H](O)[C@H](O)[C@H]2O)c(CO)c(O[C@@H]2O[C@H](CO)[C@@H](O)[C@H](O)[C@H]2O)c2c1O[C@@H](c1ccccc1)C[C@@H]2O	-3	?
CCOC(=O)[C@H]1[C@H]2COc3cc(OC)ccc3[C@@H]2N2C(=O)c3c(C)cc(C)cc3NC(=O)[C@@]12C	-9	-11%
COc1ccc(C(=O)NCC(=O)OCC(=O)NC23CC4CC(CC(C4)C2)C3)cc1	-11	?

2 compounds picked at random from the list so far:
SMILES	KCNH2 3.1 inh	ELG1 repair inh
Cc1ccc(CN(C)c2ccc(S(=O)(=O)N3CCCC3)cn2)cc1	9	?
Cc1c(Cl)c(=O)oc2cc(OCC(=O)N3CCCC(C)C3)ccc12 (configuration not stated)	-6	?

Continued.
SMILES	KCNH2 3.1 inh	ELG1 repair inh
O=C(CN1C(=O)NC2(CCCC2)C1=O)Nc1cc(S(=O)(=O)N2CCCCC2)ccc1Cl	0	5%
COc1ccc(-c2nc(S(=O)(=O)c3ccccc3)c(NCCCN3CCOCC3)o2)cc1	-8	?
C[C@H](CO)N1C[C@H](C)[C@@H](CN(C)S(=O)(=O)c2cn(C)cn2)Oc2c(NS(=O)(=O)c3cn(C)cn3)cccc2C1=O	-2	12%
CCCCC[C@@H]1C=C(C(=O)O)[C@H](c2ccc(C)cc2)N1S(=O)(=O)c1ccc(C)cc1	-3	1%
CC(=O)N1CCN(CC(=O)Nc2ccccc2C(=O)Nc2ccccc2)CC1	-3	?
Cn1c(CC(=O)NNC(=O)c2cncc(Br)c2)nc2ccccc21	7	17%
CCCCOc1ccc(C(=O)NCC(=O)OCC(=O)c2c(N)n(C)c(=O)n(C)c2=O)cc1	0	-3%
CCCCC[C@@H]1C=C(C(=O)O)[C@H](c2ccc(Br)cc2)N1S(=O)(=O)c1ccc(C)cc1	1	-8%
O=C(NC1CCCCC1)c1cccc2c1C(=O)c1ccc(N3CCCC3)cc1S2(=O)=O	13	?
O=C(CSc1nc2ccccc2c(=O)n1CCCN1CCOCC1)NCCc1ccccc1	16	6%
COC(=O)[C@]1(C)N[C@H](c2ccc(-c3ccc(OC)cc3)cc2)[C@@H]2C(=O)N(C)C(=O)[C@@H]21	9	0%
COc1ccc(C(=O)COC(=O)c2cccs2)cc1	5	?

Carrying on.
SMILES	KCNH2 3.1 inh	ELG1 repair inh
CN=C1N(C)C[C@@H]2[C@@H]3C(=O)N(C)C(=O)[C@@H]3[C@](C)(C(=O)OC)N12	-5	?
O=C(COC(=O)Cn1cnc2ccccc21)Nc1ccccc1C(F)(F)F	6	0%
COc1ccc(S(=O)(=O)Nc2ccc3c(c2)CC(=O)N([C@H](C)CO)C[C@H](C)[C@H](CN(C)C(=O)Nc2ccc4c(c2)OCO4)O3)cc1	13	18%
COc1ccc(CN(C)C(=O)COC(=O)c2cnc(Cl)c(Cl)c2)cc1	7	28%
CCc1ccc(C(=O)COC(=O)C2=NN(c3ccccc3)C(=O)CC2)cc1	-3	?
C[C@H](CO)N1C[C@H](C)[C@@H](CN(C)C(=O)Nc2ccc3c(c2)OCO3)Oc2ccc(NC(=O)Cn3cnnn3)cc2C1=O	-1	11%
O=c1oc(CCCO)cc2ccc(Br)cc12	4	24%
COc1cccc(CNC(=O)COC(=O)c2nn(C)c(=O)c3ccccc23)c1	-3	8%
O=C(OCC(=O)N1CCC(Cc2ccccc2)CC1)c1cccnc1Cl	16	-11%
CCCCNc1c(-c2ccc(OC)c(SC(C)CC)c2)nc2ccc(Cl)cn12 (configuration not stated)	-16	-20%
CC[C@]1(C(=O)OC)[C@H]2C(=O)N(Cc3ccccc3)C(=O)[C@H]2[C@H]2CN=C(SC)N21	-3	7%
CC1CC(C)CN(C(=O)CSc2nnc3ccccn23)C1 (configuration not stated)	-23	?

3 compounds already listed, sorted by number of heavy atoms, falling.
SMILES	KCNH2 3.1 inh	ELG1 repair inh
C[C@H](CO)N1C[C@H](C)[C@@H](CN(C)C(=O)Nc2ccc3c(c2)OCO3)Oc2ccc(NC(=O)Cn3cnnn3)cc2C1=O	-1	11%
COc1cccc(CNC(=O)COC(=O)c2nn(C)c(=O)c3ccccc23)c1	-3	8%
CN=C1N(C)C[C@@H]2[C@@H]3C(=O)N(C)C(=O)[C@@H]3[C@](C)(C(=O)OC)N12	-5	?

As entered above:
ELG1 repair inh, COc1ccc(S(=O)(=O)Nc2ccc3c(c2)CC(=O)N([C@H](C)CO)C[C@H](C)[C@H](CN(C)C(=O)Nc2ccc4c(c2)OCO4)O3)cc1 → 18%
KCNH2 3.1 inh, COc1cccc(CNC(=O)COC(=O)c2nn(C)c(=O)c3ccccc23)c1 → -3

Next results
SMILES	KCNH2 3.1 inh	ELG1 repair inh
O=C(Cc1c(F)cccc1Cl)OCC(=O)c1ccc[nH]1	1	?
COC(=O)[C@H](CC(C)C)N1Cc2cc(OC)cc(OC)c2-c2ccccc2S1(=O)=O	-14	?
C[C@H](CO)N1C[C@H](C)[C@@H](CN(C)C(=O)Nc2ccc(C(F)(F)F)cc2)Oc2ccc(NC(=O)c3ccncc3)cc2C1=O	2	-18%
O=C(C[n+]1ccc(C(=O)c2ccccc2)cc1)Nc1ccccc1OC(F)F	-11	-1%
O=C(Cn1cnc2c(OCc3ccccc3)ncnc21)NCCCN1CCCC1=O	-1	?
Cc1nc(SCC(=O)N(C)C2CCS(=O)(=O)C2)c2ccccc2n1 (configuration not stated)	2	-23%
Cc1ccsc1C(=O)OCC(=O)N(C)C1CCCCC1	21	?
CSc1cccc(N2CC(C(=O)N3CCN(S(=O)(=O)c4ccccc4Cl)CC3)CC2=O)c1 (configuration not stated)	9	0%
CN(Cc1ccccc1)C(=O)COC(=O)/C=C/c1ccc2c(c1)OCO2	2	?
Cc1ccccc1OCC(=O)NNC(=O)Cn1[nH]c(=O)c2ccccc2c1=O	7	-11%
CC(=O)NCc1ccc(-c2csc(NC(=O)CCc3nc4ccccc4c(=O)[nH]3)n2)s1	4	21µM*
C[C@H]1CN([C@@H](C)CO)C(=O)Cc2cc(NC(=O)Cc3ccccc3)ccc2O[C@H]1CN(C)S(=O)(=O)c1cccs1	-19	-25%

New compounds follow:
SMILES	KCNH2 3.1 inh	ELG1 repair inh
O=C(C[C@@H]1C/C=C\C[C@H](NC(=O)OCC2c3ccccc3-c3ccccc32)C(=O)OC[C@H]2CCCN2C1=O)NCCO	2	10%
C[C@H](CO)N1C[C@H](C)[C@@H](CN(C)Cc2ccncc2)Oc2c(NS(=O)(=O)c3ccc(F)cc3)cccc2C1=O	-4	-2%
COc1cc2c(cc1OC)[C@@H](NC(=O)CCc1ccccc1)[C@H](OCc1ccccc1)C2	-2	?
O=C(C[C@H]1C[C@H](C(=O)N2CCCCC2)[C@@]2(CCc3ccccc3)c3[nH]c4cc(-c5ccco5)ccc4c3CCN2C1=O)NCc1cccc(C(F)(F)F)c1	-26	-2%
O=C(COC(=O)C1CC(=O)N(Cc2ccccc2)C1)Nc1cccc([N+](=O)[O-])c1 (configuration not stated)	16	24%
C[C@H](CO)N1C[C@H](C)[C@@H](CN(C)C(=O)Nc2ccc(C(F)(F)F)cc2)Oc2c(NC(=O)Nc3ccc(C(F)(F)F)cc3)cccc2C1=O	3	16µM*
CC(=O)c1ccccc1NC(=O)CSc1n[nH]c(=O)n1C1CC1	17	8%
CC(C)(C)OC(=O)NCc1ccc(NC(=O)c2nc[nH]c2C(=O)NCCN(CCNC(=O)c2[nH]cnc2C(=O)Nc2ccc(CNC(=O)OC(C)(C)C)cc2)CCNC(=O)c2[nH]cnc2C(=O)Nc2ccc(CNC(=O)OC(C)(C)C)cc2)cc1	-4	7%
Cc1csc(=O)n1CC(=O)Nc1ccc(Cl)c(Cl)c1	0	?
O=C(COC(=O)COc1ccc(Br)cc1)NNC(=O)c1ccccc1	2	15%
C[C@H](CO)N1C[C@H](C)[C@@H](CN(C)S(=O)(=O)c2cn(C)cn2)Oc2ccc(NC(=O)Nc3ccccc3)cc2C1=O	14	27%
O=C1c2ccccc2C(=O)N1CCCCc1cn(C[C@H]2CC[C@H](Cn3cc(CCCCN4C(=O)c5ccccc5C4=O)nn3)O2)nn1	-4	8.2µM*

Further records follow:
SMILES	KCNH2 3.1 inh	ELG1 repair inh
Cc1cccc(NC(=O)CN(C)C(=O)c2ccc(N3CCCCCC3)c([N+](=O)[O-])c2)c1C	-15	?
CCN(CC)S(=O)(=O)c1ccc(C(=O)Nc2cc(S(=O)(=O)N3CCOCC3)ccc2O)cc1	9	3%
O=C(CSc1nc2c(cnn2-c2ccccc2)c(=O)[nH]1)NCC1CCCO1 (configuration not stated)	-8	10%
Cc1cccc(C(=O)N[C@H](C(=O)Nc2ccc3c(c2)OCO3)C(C)C)c1	4	9%
Cc1ccc(C(=O)NC(Cc2cccc(F)c2)C(=O)O)cc1 (configuration not stated)	10	?

The list is partial; count on the stated rates, not on these rows.
